SENP6 inh: SENP6 protease inhibitors, primary screen, biochemical, luminescence, uHTS; Sentrin-specific protease 6 (Homo sapiens), Q9GZR1; Recombinant SENP6 catalytic domain, aminoluciferin luminescence; inhibition, % at 10 µM; 330,000 compounds, 1.8% hits; AID 2599, 2010;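 active = inhibition above about 50% at the single tested dose, limit read from the data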;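 note: plate controls were DMSO wells with enzyme for no effect and DMSO wells lacking enzyme for full effect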
Target sequence (Q9GZR1 628-1112 limits assumed): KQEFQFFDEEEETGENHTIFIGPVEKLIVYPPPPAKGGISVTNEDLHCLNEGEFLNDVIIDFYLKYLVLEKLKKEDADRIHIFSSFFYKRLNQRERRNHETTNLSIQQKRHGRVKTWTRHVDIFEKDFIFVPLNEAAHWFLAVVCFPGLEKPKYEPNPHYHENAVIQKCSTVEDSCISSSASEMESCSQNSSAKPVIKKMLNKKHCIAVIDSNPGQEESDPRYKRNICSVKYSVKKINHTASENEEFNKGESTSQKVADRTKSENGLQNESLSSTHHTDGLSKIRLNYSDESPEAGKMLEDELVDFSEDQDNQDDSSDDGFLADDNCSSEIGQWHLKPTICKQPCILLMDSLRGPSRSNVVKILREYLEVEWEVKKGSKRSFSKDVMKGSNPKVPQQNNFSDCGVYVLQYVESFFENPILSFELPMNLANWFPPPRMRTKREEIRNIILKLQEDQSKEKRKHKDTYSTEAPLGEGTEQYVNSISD
PfGluPho inh: PfG6PD enzyme inhibitors, primary screen, biochemical, fluorescence intensity, uHTS | PfGluPho enzyme, NADPH resazurin-diaphorase fluorescence | glucose-6-phosphate dehydrogenase-6-phosphogluconolactonase (Plasmodium falciparum 3D7) | 350,000 compounds, 0.78% hits | inhibition, % at 20 µM;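 active = inhibition reaching at least a set limit at 20 µM in the primary screen, cut at about 59% in these data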;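 note: 0% = DMSO wells with substrate and 100% = DMSO wells lacking glucose-6-phosphate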
SENP1 FRET inh: human SENP1 catalytic domain inhibitors, primary screen, biochemical, FRET, uHTS | Sentrin-specific protease 1 (Homo sapiens), Q9P0U3 | inhibition, % at 10 µM | recombinant SENP1 catalytic domain, CyPet-SUMO1-YPet FRET cleavage | 360,000 compounds, 0.21% hits;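 active = inhibition at least 30% at 10 µM, raw YFP signal under a set limit, fluorescence ratio 0.5 to 1.5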;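 note: 0% = enzyme with DMSO and 100% = no enzyme wells; some results filed as inactive read as strong as hits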
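Test system: human SENP1 catalytic domain; medium: Tris pH 8 buffer plus EDTA, NaCl, BME, BSA, NP40, catalase; incubation: 50 min reaction at room temperature; technique: FRET, CFP and YFP emission; controls: no-enzyme low control and enzyme-plus-DMSO high control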
MIN6 prolif: inducers of MIN6 beta-cell proliferation, primary screen, ATP luminescence, uHTS; MIN6 cells proliferation, ATPlite luminescence, 48 h; cells starved in 0.2% serum; 100% = growth in 10% serum; proliferation, % at 10 µM; 330,000 compounds, 0.29% hits;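 active = compounds whose signal lies at least 3.5 SD above the mean of all wells on their plate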;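 note: 0% = DMSO-treated cells in low-serum medium and 100% = 10% serum control; some compounds called inactive have numbers as strong as hits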
SENP8 block-1: human SENP8 protease inhibitors, primary screen, biochemical, fluorescence, Nedd8 protein substrate, uHTS | Sentrin-specific protease 8 (Homo sapiens), Q96LD8 | recombinant SENP8 | AID 602440, 2012 | inhibition, % at 20 µM | 360,000 compounds, 0.64% hits; in the data active = inhibition mostly above about 40%, no sharp cut-off; inactive = mostly below about 27%
SENP7 inh: SENP7 protease inhibitors, primary screen, biochemical, luminescence, uHTS; recombinant SENP7, Z-RLRGG-aminoluciferin luminescence, 40 min; 330,000 compounds, 1.5% hits; inhibition, % at 5 µM;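 active = inhibition above about 50% at the single test dose, limit read from the data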;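 note: plate controls were DMSO with enzyme for no effect and no enzyme buffer wells for full effect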
SENP8 block-2: SENP8 protease inhibitors, primary screen, biochemical, luminescence | purified SENP8, Z-RLRGG-aminoluciferin cleavage | inhibition, % at 10 µM | 330,000 compounds, 1.2% hits | AID 2540, 2010; in the data active = inhibition above about 50%
HKDC1 inhibitor: HKDC1 hexokinase inhibitors, primary screen, biochemical, fluorescence, uHTS; Q2TB90; recombinant HKDC1, G6PDH/diaphorase resazurin coupled fluorescence; inhibition, % at 20 µM; 340,000 compounds, 0.16% hits; AID 493160, 2011;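 active = inhibition above about 35% when tested at 20 µM, limit read from the data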;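 note: plate controls were DMSO wells with enzyme for no effect and DMSO wells lacking enzyme for full effect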
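System: Recombinant HKDC1 hexokinase | Amount: HKDC1 at 5 µg/mL | Reagent: Glucose with 1 mM ATP | Doses: Single 20 µM dose | Incubation: Reaction time 90 min, room temperature, protected from light | Signal: Coupled resazurin fluorescence, excitation 525 nm, emission 613 nm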
UBC13 inh: UBC13 polyubiquitin chain formation inhibitors, primary screen, biochemical, TR-FRET, uHTS | inhibition, % at 20 µM | 330,000 compounds, 0.47% hits; in the data active = inhibition above about 45%, passing the limit was not always enough
Target sequence (P61088 whole entry, looked up): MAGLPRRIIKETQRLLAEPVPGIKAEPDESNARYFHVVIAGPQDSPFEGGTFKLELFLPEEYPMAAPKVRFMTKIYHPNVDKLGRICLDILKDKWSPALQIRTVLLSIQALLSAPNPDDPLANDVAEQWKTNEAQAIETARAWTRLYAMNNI
* = called active by the depositor; x = not tested or not shown.

SMILES	SENP6 inh	PfGluPho inh	SENP1 FRET inh	MIN6 prolif	SENP8 block-1	SENP7 inh	SENP8 block-2	HKDC1 inhibitor	UBC13 inh
c1ccc(Cc2nnc(N3CCCCC3)c3ccccc23)cc1	-9.8	12.1	0.2	-1.0	-2.4	9.4	-0.8	6.4	4.2
CCOC(=O)c1c(NC(=S)Nc2ccc(Cl)cc2)sc2c1CCN(C)C2	x	40.5	-27.1	x	-154.6	x	x	-10.0	x
COc1ccc2c(c1)O/C(=C\c1sccc1C)C2=O	79.5*	-7.0	-132.5	0.0	-86.0	70.9*	49.9	7.0	-3.1
COCCCn1c(SCc2ccc(OC)cc2)nc2cc(OC)c(OC)cc2c1=N	-4.4	8.9	2.6	0.0	-41.2	6.4	-1.5	3.6	18.7
CCOC(=O)Cc1csc(NC(=O)CSc2nnc(C3CC3)n2C)n1	0.3	-14.7	1.0	0.8	25.7	0.9	9.0	2.6	7.5
C/C(Cl)=C\CSc1nnc2n(N)c(=O)c3ccccc3n12	-3.7	-6.1	-0.1	0.0	14.3	1.0	-3.1	2.3	5.6
Cc1ccnc(NC(=O)c2cccc(NC(=O)COc3ccccc3)c2)c1	4.3	-3.9	0.5	-2.5	14.9	1.1	-7.5	-9.9	-1.1
CN(CCc1ccccc1)C(=O)c1cccc(NC(=O)Cc2cccc(NC(=O)C3CCCN(C(=O)C4CCCC4)C3)c2)c1 (stereo not drawn)	x	-3.5	0.1	x	9.1	x	x	-0.7	x
CCN(CC)S(=O)(=O)c1ccc(C(=O)N(c2ccccc2)C2C=CS(=O)(=O)C2)cc1 (stereo not drawn)	1.3	-7.5	1.5	-0.8	8.8	2.9	4.4	-6.8	-0.7
COc1ccc2c(c1)C(C)=CC(C)(C)N2S(=O)(=O)c1ccc(NC(C)=O)cc1	7.7	-11.1	2.3	-3.5	4.1	-7.1	-7.5	2.7	-0.7
O=C(CSc1nnc(NC(=O)c2c(F)cccc2Cl)s1)Nc1ccccc1F	1.8	-12.2	1.7	-3.3	-0.8	4.3	-0.7	8.4	-3.0
COCCCNCCCCOc1ccc(Br)cc1C	-1.7	-2.8	0.1	0.0	13.9	5.7	-0.8	-9.8	9.5
CC(OC(=O)Cn1c(C(F)(F)F)nc2ccccc21)C(=O)N1CCCc2ccccc21 (stereo not drawn)	-11.1	12.8	-0.8	-4.8	30.9	-6.1	-8.1	-2.3	-0.6
CCCCNC1C(CC)C(CCC)C(C#N)(C#N)C1(C#N)C#N (stereo not drawn)	7.0	1.9	-36.7	-5.1	-60.4	4.5	3.5	-5.5	6.7
COc1ccc(C(C)=O)cc1CSCCC(=O)O	-5.9	8.2	0.4	-3.0	12.0	-8.3	-5.1	-0.4	-9.7
COCCCN1C(=O)C2C(C(=O)Nc3cccc(Cl)c3)C3C=CC2(O3)C1C(=O)NC1CCCCC1 (stereo not drawn)	-5.0	-8.1	-1.3	-1.0	4.1	-8.3	-4.1	-5.3	5.9
Cc1nc2ccccn2c1C(=O)NN=C1CCN(C)CC1	-0.8	-17.9	-1.4	0.6	-0.3	4.4	-2.9	5.0	-0.8
CCOC(=O)C1=C(CSCC(=O)OC)NC(=O)NC1c1cc(C)ccc1C (stereo not drawn)	-4.2	-2.2	0.3	-0.5	17.7	43.3	-4.8	-10.3	5.7
O=C(CCOc1ccccc1)OCC(=O)c1cc2ccccc2o1	1.1	-4.1	-18.5	-3.1	-24.4	-5.1	-9.0	0.3	-24.1
C=CCN(CC=C)S(=O)(=O)c1ccc2nc(NC(=O)C(C)C)sc2c1	-14.9	-11.1	1.9	-2.4	6.5	-1.5	9.3	-0.1	-9.2
COc1cccc(C2/C(=C(\O)c3ccc4c(c3)OCCO4)C(=O)C(=O)N2c2nnc(C)s2)c1 (stereo not drawn)	-15.0	-12.3	-7.3	-2.7	-89.3	9.6	-14.6	5.5	-9.1
CCOC(=O)C1CCN(S(=O)(=O)c2cccc3nonc23)CC1	-5.9	0.9	0.5	0.9	19.8	4.6	0.9	-1.0	4.5
CCOc1ccc(CCNC(=O)C2CCN(S(=O)(=O)c3ccc(C)cc3)CC2)cc1OCC	-1.5	-0.1	0.9	1.4	2.0	-11.3	-7.6	-1.9	-7.9
O=C(CCCN1C(=O)c2ccccc2C1=O)NCCCN1CCOCC1	-4.8	1.2	0.0	1.1	19.4	-5.7	-0.6	-0.2	4.2
Cn1cc([N+](=O)[O-])cc1-c1nc2ccccc2n1C	-4.8	-4.2	1.8	-1.6	8.2	5.6	-4.3	-4.7	7.2
(further entries)
SMILES	SENP6 inh	PfGluPho inh	SENP1 FRET inh	MIN6 prolif	SENP8 block-1	SENP7 inh	SENP8 block-2	HKDC1 inhibitor	UBC13 inh
Cc1ccc(S(=O)(=O)N2CCN(C(=O)COc3ccc(Br)cc3)CC2)cc1	-4.9	-4.1	1.0	-2.0	36.4	-1.6	0.9	4.5	8.9
Cc1ccc(-c2nc(N3CCOCC3)sc2C(=O)N2CCCCC2)cc1	-21.7	7.3	2.6	0.0	-12.1	-4.0	-11.0	-10.7	-20.2
O=C(OCC(=O)N1CCCc2ccccc21)c1cc(Cl)ccc1O	0.7	4.3	-1.0	-2.7	-141.0	3.2	2.6	3.1	4.8
CC(=O)Nc1ccc(/C=C(\C#N)C(=O)NC2CCCCC2C)cc1 (stereo not drawn)	-14.1	-9.3	-2.5	-0.7	-4.9	8.2	3.1	-4.7	0.7
CCC1CN(C(=O)NCc2ccc(F)cc2)c2cc(C)ccc2O1 (stereo not drawn)	-8.3	-15.9	2.3	-1.2	2.9	-5.3	2.9	2.8	4.8
Cc1c(Cl)cccc1NC(=O)Nc1cnccn1	-6.0	-6.3	-0.8	-1.0	-19.1	-11.5	-19.1	-8.7	0.5

Bioassay records (PubChem)
